T cell modulator: T cell immune modulators affecting CD8 T cell-vesicle binding; calls only at 7 µM; 2C CD8+ T cell-vesicle binding, flow cytometry; stronger effect = lower value; 0.068% of 330,000 active; AID 2052;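 active = response, share of CD8 T cells binding vesicles, and their 90th percentile fluorescence all below set limits, cut at about 80% in these data, passing the limit was not always enough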
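System: murine 2C transgenic CD8+ T lymphocytes; also added: QL9-loaded Drosophila micro-vesicles; times: binding 1.5 h at 37 °C; measured by: flow cytometry, PE anti-B7-1 (FL2) versus Alexa647 anti-CD8 (FL8), PFA-fixed; control set: Peptide-free naked vesicles (low) and QL9 vesicles with 0.7% DMSO vehicle (high)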
T cell modulator vesicle-bound %: further read-out of T cell modulator, marked with its call; double positive events, %; measured here: CD8+ vesicle-bound cell fraction;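 binding gate set so that unloaded-vesicle control wells show 10% double positive cells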
Active calls of the source: *; i = inactive. The list is partial (hit frequency here may not be typical).

A first look, 6 compounds:
SMILES | T cell modulator | T cell modulator vesicle-bound %
NC(=O)c1ccc(NC(=O)COC(=O)CCN=C2NS(=O)(=O)c3ccccc32)cc1 | i | 32
CC1CN(CCOc2ccc(F)cc2)CC(C)O1 (stereo unspecified) | i | 60
C#CCOCCOCCOCCNc1nc(N2CCN(C(=O)C([C@@H](C)O)n3cc([C@@H](N)CCCCN)nn3)CC2)nc(N2CCN(C(=O)[C@H](CCC(=O)O)n3cc([C@@H](N)CCCCN)nn3)CC2)n1 (stereo partly specified) | i | 52
CCc1cc2cc(C)ccc2nc1SCC(=O)NNC(=O)c1ccco1 | i | 18
CCc1ccc(N(CC(=O)NCC2CCCO2)C(=O)CCC(=O)Nc2nccs2)cc1 (stereo unspecified) | i | 21
CCc1ccc(OCC(=O)Nc2ccc(S(=O)(=O)N3CCOCC3)cc2)cc1 | i | 9

The whole of this part, from the start:
SMILES | T cell modulator | T cell modulator vesicle-bound %
NC(=O)c1ccc(NC(=O)COC(=O)CCN=C2NS(=O)(=O)c3ccccc32)cc1 | i | 32
CC1CN(CCOc2ccc(F)cc2)CC(C)O1 (stereo unspecified) | i | 60
C#CCOCCOCCOCCNc1nc(N2CCN(C(=O)C([C@@H](C)O)n3cc([C@@H](N)CCCCN)nn3)CC2)nc(N2CCN(C(=O)[C@H](CCC(=O)O)n3cc([C@@H](N)CCCCN)nn3)CC2)n1 (stereo partly specified) | i | 52
CCc1cc2cc(C)ccc2nc1SCC(=O)NNC(=O)c1ccco1 | i | 18
CCc1ccc(N(CC(=O)NCC2CCCO2)C(=O)CCC(=O)Nc2nccs2)cc1 (stereo unspecified) | i | 21
CCc1ccc(OCC(=O)Nc2ccc(S(=O)(=O)N3CCOCC3)cc2)cc1 | i | 9
CCN(CC(=O)Nc1c(F)cccc1F)C(=O)C1=COCCO1 | i | 31
COc1ccc2c(c1)[C@H]1[C@H](CO2)[C@H](c2ccccc2)[C@]2(C)C(=O)Nc3cc(F)ccc3C(=O)N12 | i | 10
CCOC(=O)c1c(C)[nH]c(C)c1S(=O)(=O)N1CCCCC1 | i | 32
N#CCCN(C(=O)COC(=O)COc1ccccc1Cc1ccccc1)c1ccccc1 | i | 18
CCc1ccc([C@@H]2CC=C(C(=O)O)[C@H](c3ccc(C(C)(C)C)cc3)N2S(=O)(=O)c2ccc(C)cc2)cc1 | i | 5
OCC[C@@H]1C[C@H](O)[C@@H](O)[C@@]2(Cc3ccccc3CCO2)O1 | i | 17
CC(=O)Oc1ccccc1C(=O)N(C1CCCCC1)C1CCCCC1 | i | 18
CC(=O)c1c(C)[nH]c(C(=O)N2CCN(S(=O)(=O)c3ccc(F)c(F)c3)CC2)c1C | i | 43
COc1cc(C(=O)NNC(=O)C2CSC3(C)CCC(=O)N23)cc(OC)c1OC (stereo unspecified) | i | 30
COc1cccc(NS(=O)(=O)NC(=O)c2c[nH]c3ccccc23)c1 | i | 54
Cc1ccccc1OCc1n[nH]c(=S)n1-c1cccc(Cl)c1 | i | 47
Cc1ccc(-c2cnn3c(N4CCOCC4)cc(C)nc23)cc1 | i | 42
CC(C)[C@H](NC(=O)C1CC(=O)N(c2ccc(F)cc2)C1)C(=O)N1CCCCC1 (stereo partly specified) | i | 1
CN(CC(=O)Nc1ccccc1Cl)C1CCCCC1 | i | 58
COc1ccccc1CCC(=O)OCC(=O)Nc1cc(S(=O)(=O)N2CCOCC2)ccc1C | i | 26
CC(C)(CNC(=O)c1ccc(NS(=O)(=O)c2ccc(Br)cc2)cc1)N1CCOCC1 | i | 35
COc1c(O[C@@H]2O[C@H](CO)[C@@H](O)[C@H](O)[C@H]2O)cc2c(c1OC)-c1ccc(SC)c(=O)cc1C(NC(C)=O)CC2 (stereo partly specified) | i | 24
COC(=O)C1CN(C(=O)COc2ccccc2C)c2ccccc2O1 (stereo unspecified) | i | 34
C=Cc1ccc(N=Cc2c(O)ccc3ccccc23)cc1 | i | 6

Remaining list, next part.
SMILES | T cell modulator | T cell modulator vesicle-bound %
COc1ccc2c(c1)c(CC(=O)OCC(=O)N(C)C)c(C)n2C(=O)c1ccc(Cl)cc1 | i | 15
COc1ccccc1NC(=O)NC1(C(=O)N2CCN(C)CC2)CCCCC1 | i | 37
Cc1ccc(/C=C2\Oc3cc(OCC(=O)NN)ccc3C2=O)o1 | i | 51
CCN(CC(=O)Nc1ccccc1OC)C(=O)CCc1ccccc1 | i | 38
Cc1c(C(=O)N2CCCCC2)c(S(=O)(=O)N2CCc3ccccc32)c(C)n1C | i | 18
COc1ccc(-c2csc(NC(=O)CN3C(=O)C4CC=CCC4C3=O)n2)cc1 (stereo unspecified) | i | 20
Cc1ccc(NC(=O)CSc2nnc(NC(=O)C3CC3)s2)cc1C | i | 38
CC(O/N=C(\N)c1ccccc1)C(=O)Nc1cccc(C(F)(F)F)c1 (stereo unspecified) | i | 50
Cc1ccccc1C(=O)N1CCN(c2ccc(NC(=O)c3cccc(OC(C)C)c3)cc2)CC1 | i | 8
O=C(NC1CCCC1)C(c1cccnc1)N(C(=O)c1ccco1)c1cccc(F)c1 (stereo unspecified) | i | 28
O=C(O)c1cccc(Nc2nc(-c3ccccc3)nc3ccccc23)c1 | i | 26
CN1C(=O)CC(c2ccccc2)C1=O (stereo unspecified) | i | 24
COc1cc(C(=O)Oc2cccc(C(=S)N3CCOCC3)c2)cc(OC)c1OC | i | 61
CC(C)(C)OC(=O)C[C@H]1C/C=C\C[C@@H](CC(=O)N[C@@H](CO)Cc2ccccc2)C(=O)NCCOC1=O | i | 11
O=C(CCNS(=O)(=O)c1ccccc1)NNC(=O)COc1ccc(Cl)cc1 | i | 18
Cc1ccc2oc(-c3cccc(NC(=O)c4ccccn4)c3)nc2c1 | i | 64
CC(=O)c1cccc(CN2CCC(n3nccc3NC(=O)CCCc3ccccc3)CC2)c1 | i | 17
CCOC(=O)C1CCN(C(=O)CCc2ccc(S(=O)(=O)NCC(C)C)cc2)CC1 | i | 46
COc1ccc(NC(=O)C2C3C=CC(O3)C2C(=O)O)cc1 (stereo unspecified) | i | 52
Brc1ccc(-c2c(-c3ccsc3)sc3ccccc23)cn1 | i | 48
CN(CC(=O)Nc1ccccc1Cl)C(=O)COC(=O)c1ccccc1[N+](=O)[O-] | i | 24
COc1cc(OC)cc(C(=O)NCC(=O)N2CCCCCCC2)c1 | i | 29
O=C(c1ccc2[nH]c(=O)c(=O)[nH]c2c1)N1CCc2ccccc2C1 | i | 35
O=C(CNC(=O)c1ccccc1F)NCCc1ccc(Cl)cc1 | i | 28
COc1ccc(S(=O)(=O)NCCS(=O)(=O)N2CCN(c3ccccc3)CC2)cc1 | i | 51

Among those listed so far, these have four or more nitrogen atoms.
SMILES | T cell modulator | T cell modulator vesicle-bound %
NC(=O)c1ccc(NC(=O)COC(=O)CCN=C2NS(=O)(=O)c3ccccc32)cc1 | i | 32
C#CCOCCOCCOCCNc1nc(N2CCN(C(=O)C([C@@H](C)O)n3cc([C@@H](N)CCCCN)nn3)CC2)nc(N2CCN(C(=O)[C@H](CCC(=O)O)n3cc([C@@H](N)CCCCN)nn3)CC2)n1 (stereo partly specified) | i | 52
CCc1ccc(N(CC(=O)NCC2CCCO2)C(=O)CCC(=O)Nc2nccs2)cc1 (stereo unspecified) | i | 21
Cc1ccc(-c2cnn3c(N4CCOCC4)cc(C)nc23)cc1 | i | 42
COc1ccccc1NC(=O)NC1(C(=O)N2CCN(C)CC2)CCCCC1 | i | 37
Cc1ccc(NC(=O)CSc2nnc(NC(=O)C3CC3)s2)cc1C | i | 38
CC(=O)c1cccc(CN2CCC(n3nccc3NC(=O)CCCc3ccccc3)CC2)c1 | i | 17

Following part.
SMILES | T cell modulator | T cell modulator vesicle-bound %
O=C(CN1CCN(C(=O)c2ccccc2)CC1)Nc1ccc(Cl)cc1F | i | 34
CN1CCC(=O)N([C@H](CC#N)c2ccccc2)CC1 | i | 29
CC(CCc1ccccc1)NC(=O)c1ccccc1Cl (stereo unspecified) | i | 60
COc1ccc(S(=O)(=O)N2CCCCC2C)cc1 (stereo unspecified) | i | 39
O=C(CC(=O)Nc1cccc(Cl)c1Cl)Nc1cccc(Cl)c1Cl | i | 47
Cc1ccc(CC(=O)Nc2ccc(C(=O)N3CCCCC3)cc2)cc1 | i | 8
Cc1csc(SC(C)C(=O)NC2CCCCC2C)n1 (stereo unspecified) | i | 55
CCc1nonc1NC(=O)c1oc2c(C)c(C)ccc2c1C | i | 9
COc1ccc(NC(=S)N2CCC(NC(=O)c3cccc(C)c3)CC2)cc1 | i | 38
O=C(COC(=O)C1CCC(=O)N1)Nc1cccc([N+](=O)[O-])c1 (stereo unspecified) | i | 57
COCCCN(C(=O)CSCC(=O)Nc1cccc(C)c1)c1c(N)n(Cc2ccccc2)c(=O)[nH]c1=O | i | 15
CC(=O)N/C(=N/c1nc(C)cc(C)n1)Nc1cc(C)cc(C)c1 | i | 68
O=C(COC(=O)c1ccc(Br)o1)Nc1cccc(S(=O)(=O)N2CCCCC2)c1 | i | 13
COc1ccc(Cl)cc1/C=N/NC(=O)c1c(-c2ccccc2)noc1C | i | 13
CCCCN1C(=O)C(=O)N(CC(=O)N2CCc3ccccc32)C1=O | i | 33
O=C(O)c1ccc(S(=O)(=O)N(Cc2ccccc2)C2CCCCC2)cc1 | i | 43
O=C(NC1CCC(CC2CCC(NC(=O)C(Cl)Cl)CC2)CC1)C(Cl)Cl (stereo unspecified) | i | 26
O=C(COc1ccc(Cl)cc1)NNC(=O)c1ccncc1 | i | 5
CN1CCC(N(C)S(=O)(=O)c2ccc(NC(=O)Cc3ccc(F)cc3)cc2)CC1 | i | 38
COc1ccccc1C(=O)NCCC(=O)NCC1COc2ccccc2O1 (stereo unspecified) | i | 35
COC(=O)c1ccc(C(=O)N(C)C2CCCN(Cc3ccccc3F)C2)cc1 (stereo unspecified) | i | 41
O=C(Cc1ccsc1)N1CCN(S(=O)(=O)c2cc(C(F)(F)F)cc(C(F)(F)F)c2)CC1 | i | 4
CCOC(=O)c1c(CC(C)C)csc1NC(=O)COC(=O)C1=NNC(=O)CC1 | i | 36
Cc1cccc(C)c1NC(=O)CN(C)C(=O)CN1C(=O)NC(C)(C)C1=O | i | 39
O=C(Cc1csc(-c2ccc(Cl)cc2)n1)Nc1cccc(S(=O)(=O)NC2=NCCC2)c1 | i | 29

Next structures:
SMILES | T cell modulator | T cell modulator vesicle-bound %
COC(=O)c1cc(Br)ccc1NC(=O)CSCc1c(C)noc1C | i | 26
COc1ccc(CNS(=O)(=O)c2ccc3c(c2)NC(=O)CS3)cc1 | i | 39
CC(C)N1CC(COc2ccc(Cl)cc2Cl)OC1=O (stereo unspecified) | i | 62
CN(CCOc1ccccc1)C(=O)CNC(=O)c1ccc(C(C)(C)C)cc1 | i | 47
C=CCn1c(SCC(=O)NCC2CCCO2)nc2sc(CC)cc2c1=O (stereo unspecified) | i | 45
COc1ccccc1C(=O)NNC(=O)C(=O)NC1CCCCC1 | i | 44
Cc1nc(NC(=O)c2ccc3c(c2)OCCO3)ccc1Br | i | 69
Fc1cccc(F)c1-c1nc(-c2ccncc2)no1 | i | 63
Cc1ccc(S(=O)(=O)CC(=O)Nc2nnc(C(C)C)s2)cc1 | i | 10
CCN(C(=O)COC(=O)c1cc2c(s1)CCCC2)c1c(N)n(Cc2ccccc2)c(=O)[nH]c1=O | i | 50
CC(=O)Nc1sc(C)c(C)c1C(=O)OCC(=O)Nc1ccccc1 | i | 23
C/C(=N\NC(=O)c1nnn(-c2nonc2N)c1CN(C)c1ccccc1)c1cccs1 | i | 10
COc1ccc(/C(N)=N/OC(=O)CCC2CCCC2)cc1OC | i | 44
CC(C)c1ccc(Nc2nc(Cl)nc(NCCO)n2)cc1 | i | 20
Cc1c(C(=O)Nc2ccccc2)c2ccc(C(F)(F)F)cc2n1O | i | 56
CCOC(=O)[C@@H]1[C@H]2COc3cc(OC)ccc3[C@@H]2N2C(=O)N(c3ccc(OC)cc3)C(=O)[C@@]12C | i | 13
Clc1c(OCCCn2ccnc2)ccc2ccccc12 | i | 61
Cc1ccc(N2CCN(c3ncccc3[N+](=O)[O-])CC2)c(C)c1 | i | 13
O=C(CCCNC(=O)c1ccc(Cl)cc1)OCc1cccc(Br)c1 | i | 34
CSc1nc(N)nc2c1ncn2CC(=O)NCCNc1ccc([N+](=O)[O-])cn1 | i | 11
O=C(N=C1SC2CS(=O)(=O)CC2N1c1ccc(F)cc1)C1CC1 (stereo unspecified) | i | 25
Cc1ccc(/C=C2/SC(=S)N(CCC(=O)N3CCOCC3)C2=O)cc1 | i | 40
O=C(Nc1ccc(F)cc1F)C1CC(=O)N(Cc2ccccc2)C1 (stereo unspecified) | i | 28
CC1(C)Cc2c(c(N3CCOCC3)nc3sc(C(=O)Nc4cccc(Cl)c4)c(N)c23)CO1 | i | 42
O=C(CSc1ncn[nH]1)NCCc1ccc(Cl)cc1 | i | 16

The list continues.
SMILES | T cell modulator | T cell modulator vesicle-bound %
CC(C)COc1ccc(-c2nn(-c3ccccc3)cc2/C=C2/SC(=S)N(CC(=O)O)C2=O)cc1 | i | 47
COCCNc1nnc(SCC(=O)NNC(=O)c2ccc([N+](=O)[O-])cc2)s1 | i | 29
COc1cc2ccc3c(CCN(C)C)cc(OC)c(OC)c3c2cc1OC | i | 56
Cc1cc(C(=O)NNC(=O)/C=C/c2ccccc2Cl)c(C)o1 | i | 3
O=C(COC(=O)c1ccccc1O)NC(=O)c1ccc(OC(F)F)cc1 | i | 18
O=C(Nc1ccccc1N1CCCC1)c1ccc(N2CCCC2=O)cc1 | i | 18
CC1(C)NC(=O)N(CC(=O)N2CCN(S(=O)(=O)c3ccccc3F)CC2)C1=O | i | 15
O=C(NCc1n[nH]c(=O)c2ccccc12)C1CC(=O)N(c2ccccc2)C1 (stereo unspecified) | i | 15
Cc1cccc(/C=C2/Sc3ccc(C(=O)N4CCOCC4)cc3NC2=O)c1 | i | 50
Cc1ccc(S(=O)(=O)Cc2ccc(C(=O)N3CCC(C(N)=O)CC3)o2)cc1 | i | 25
COc1ccc(NC(=O)CN(C)C(=O)c2ccc(OCc3ccccc3)c(OC)c2)cc1 | i | 38
COc1ccc(Br)cc1C1Nc2cccc3cccc(c23)N1 | i | 38
